# S100A4 inh HTS = blocks human S100A4 binding to myosin IIA peptide; P26447; S100A4/TAMRA-MyoIIA peptide fluorescence polarization; inhibition, % at 10.7 µM; 0.14% of 360,000 active;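 active = mean inhibition of at least 70% across replicates, with every replicate also reaching that level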
# Target sequence (P26447 whole entry, looked up): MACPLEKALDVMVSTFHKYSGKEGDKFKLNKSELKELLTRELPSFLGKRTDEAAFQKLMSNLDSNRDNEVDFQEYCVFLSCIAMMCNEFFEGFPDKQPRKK
#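 Test system: S100A4 monomer protein; Medium: HEPES pH 7.2 with CaCl2, KCl, NaCl, DTT, Triton; Probe or stimulus: TAMRA-labelled myosin IIA heavy-chain peptide probe, 5 nM; Doses: one dose per compound; Times: polarization read 5 min after assay mix addition, stable 5–60 min; Benchmarks: neutral control DMSO, positive control TFP.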
# Casp6 inh = blocks human caspase-6 cleavage activity | AID 686996 | inhibition, % at 12.5 µM | purified caspase-6, Z-VEID-R110 cleavage fluorescence | P55212 | 0.53% of 350,000 active;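 active = mean inhibition across replicates at least about 35%, with every replicate also reaching that limit, limit read from the data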;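 also: 0% = median of neutral control wells and 100% = no fluorescence left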
# Target sequence (P55212 24-179 limits assumed): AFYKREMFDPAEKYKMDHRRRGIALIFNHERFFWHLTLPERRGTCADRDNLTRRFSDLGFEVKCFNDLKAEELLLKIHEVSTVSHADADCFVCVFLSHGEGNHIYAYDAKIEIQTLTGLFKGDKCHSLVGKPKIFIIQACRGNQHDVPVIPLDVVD
# Target sequence (P55212 194-293 limits assumed): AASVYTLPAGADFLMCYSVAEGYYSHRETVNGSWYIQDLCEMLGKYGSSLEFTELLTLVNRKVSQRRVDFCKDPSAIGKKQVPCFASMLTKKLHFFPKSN
# LGR2 inh = inhibitors of bursicon-induced Drosophila LGR2 receptor cAMP signaling; HEK293 LGR2, CRE-luciferase, bursicon-stimulated, 4 h; inhibition, % at 9.99 µM; 0.35% of 380,000 active; AID 720647;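 active = drop in luminescence signal, shown as inhibition above about 50% in the replicate tests, limit read from the data, passing the limit was not always enough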;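 also: agonist challenge used bursicon conditioned medium at about half maximal strength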
# SIRT5 inh = blocks human SIRT5 desuccinylation of peptide; Purified SirT5, succinyl-peptide AMC, trypsin-coupled fluorescence; inhibition, % at 15 µM; 1.1% of 330,000 active; AID 652115; in the data active = inhibition above about 15%
# Target sequence (Q9NXA8 whole entry, looked up): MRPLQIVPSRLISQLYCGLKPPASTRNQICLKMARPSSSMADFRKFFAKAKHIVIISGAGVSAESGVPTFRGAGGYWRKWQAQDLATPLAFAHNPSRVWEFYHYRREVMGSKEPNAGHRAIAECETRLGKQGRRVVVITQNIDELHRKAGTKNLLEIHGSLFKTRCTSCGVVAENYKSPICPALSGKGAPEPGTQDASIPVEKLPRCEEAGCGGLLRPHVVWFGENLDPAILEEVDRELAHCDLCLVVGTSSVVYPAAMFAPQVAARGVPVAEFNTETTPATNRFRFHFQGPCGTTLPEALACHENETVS
# FN deposit inh = fibronectin deposition inhibition | inhibition, % at 12.6 µM | AH1F fibroblasts, Alexa488-fibronectin deposition fluorescence, overnight | 0.086% of 350,000 active;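 active = mean inhibition across replicates of 30% or more, regardless of how many single replicates reach that level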;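 also: positive control wells lacked labelled fibronectin entirely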
#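 test system = AH1F fibroblasts assembling fluorescent fibronectin matrix | quantity = 10000 AH1F cells per well | buffer or medium = DMEM plus 2% serum, read in PBS | doses = single dose, pinned | incubation = 1 h cell attachment, overnight exposure to compound and label | detection = fluorescence at 485 nm excitation, 525 nm emission | read-out basis = inhibition from reduced deposited-fibronectin fluorescence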
# Statin myotox sup = suppressors of simvastatin-induced myotoxicity in C2C12 myotubes | AID 602340 | ATP luminescence, 48 h; scaled: DMSO 0, geranylgeraniol control 100 | 0.78% of 330,000 active | rescue of ATP level, % at 7.49 µM;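 active = mean ATP rescue above about 67%, or every replicate alone reaching that limit, limit read from the data, passing the limit was not always enough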;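 also: myotubes were challenged with 10 µM simvastatin during compound exposure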
# esBAF inh = blocks esBAF chromatin remodeling in mouse ES cells; Bmi1-luciferase knock-in reporter, 24 h; 100% = twice the neutral-well signal; reporter increase, % at 12.5 µM; 2% of 350,000 active; in the data active = activation above about 40%;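 also: 0% = median of the plate's neutral control wells and 100% = double that signal; a rise in the Bmi1 reporter signal indicates esBAF inhibition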
# * hit, by the source's call; nt = no result given; & = joins results of further samples.
canonical_smiles	S100A4 inh HTS	SIRT5 inh	Casp6 inh	esBAF inh	LGR2 inh	Statin myotox sup	FN deposit inh
COc1ccc(CC(=O)NCC2(c3ccc(OC)c(OC)c3)CCOCC2)cc1	-3.7&9.6	-1.9	-1.2	-5.1	-3.3	nt	-1.1
O=C(NC1=NC2CCCCC2N1)c1ccccc1 (stereo not given)	nt	nt	nt	2.1	-4.5	11.2	nt
C=CCNC(=O)Cn1nc(-c2ccccc2)ccc1=O	-3.1	2.1	-1.7	1.4	-6.2	2.0	nt
Cc1cc(C(=O)Nc2cccc3c2O[C@H](CN(C)CC2CC2)[C@H](C)CN([C@H](C)CO)C3=O)n(C)n1	0.0	16.3*	-1.2	-2.8	6.7	3.1	nt
Cc1ccc(S(=O)(=O)CC(C)N2CCOCC2)c(S(=O)(=O)CC(C)N2CCOCC2)c1 (stereo not given)	nt	nt	nt	10.6	nt	0.4	8.2
CNC[C@H]1Oc2cc(C#CCC3CCCC3)ccc2S(=O)(=O)N([C@H](C)CO)C[C@@H]1C	-12.3	-3.7	-3.0	-0.3	4.6	nt	nt
COc1ccc(-c2ccc3n(c2=O)C[C@@H]2[C@@H](CO)[C@H](C(=O)N(C)C)N(CC4CC4)[C@H]32)cc1	-1.5	-0.4	-2.9	-1.4	-11.1	17.9	nt
COC(=O)c1c(-c2ccc(OC)cc2)sc2ccc(OC)cc12	-2.2	nt	-0.6	45.9*	5.7	0.3	2.4
C[C@H]1CN([C@@H](C)CO)C(=O)c2cc(NC(=O)Nc3ccccc3)ccc2O[C@@H]1CN(C)C(=O)Nc1ccc(C(F)(F)F)cc1	-5.3	6.0	-0.7	-0.1	10.0	-24.9	nt
Cc1cc(NCc2ccco2)nc2cc(O)ccc12	-2.2	-24.4	3.8	6.3	-1.7	-0.8	-4.1
CC1CCCN(Cc2nc(Cc3ccccc3Cl)no2)C1 (stereo not given)	-2.3	-3.4	0.4	7.5	-3.7	1.8	-4.3
CO[C@@H]1[C@@H](OC(N)=O)[C@@H](O)C(Oc2ccc3c(O)c(NC(=O)c4ccc(O)c(CC=C(C)C)c4)c(=O)oc3c2C)OC1(C)C (stereo not given in full)	-0.2	1.2	0.7	1.4	-8.2	2.6	-0.7
COc1ccc(C(NC(=O)C2CCN(CCOc3ccc(Cl)cc3Cl)CC2)c2cccs2)cc1 (stereo not given)	-1.0	nt	-0.2	5.2	nt	9.2	-3.3
O=C(C1CCOCC1)N1CC(=O)N2[C@@H](CO)[C@H](c3ccc(C#CCc4ccccc4)cc3)[C@@H]2C1	9.5	14.3	2.7	nt	-4.8	nt	-0.5
COc1ccc(-c2cc(C(=O)NNC(=S)NC(=O)c3c(-c4ccccc4)noc3C)[nH]n2)cc1	-4.9	-1.1	3.3	nt	15.2	nt	nt
Cc1noc(C)c1S(=O)(=O)Nc1ccc2c(c1)CC(=O)N([C@H](C)CO)C[C@H](C)[C@@H](CN(C)Cc1ccccc1)O2	10.0	-1.9	-1.5	0.4	12.5	32.1	nt
O=C(CN1CCOCC1)N[C@H]1CC[C@@H](CCNC(=O)C2CCCC2)O[C@H]1CO	12.0	1.4	-0.1	-2.5	-7.5	-6.3	-0.5
CCC(Sc1nc(N)cc(=O)[nH]1)C(=O)Nc1cc(C)on1 (stereo not given)	0.0	-4.1	3.4	11.6	-6.0	1.1	-0.3
CCC(C(=O)NC(C)(C)C)n1c(-c2ccc3c(c2)OCO3)nc2ccccc21 (stereo not given)	-6.4	nt	0.0	nt	-3.5	nt	5.4
COc1ccc(/C(C)=N/Nc2nncc3ccccc23)cc1	-2.5	-2.8	-5.5	-3.0	-48.7	-15.8	3.1
Cc1cc(N/N=C/c2ccc(N(C)C)cc2)nc(NCc2ccccc2)n1	2.6	4.8	0.6	nt	1.7	nt	-9.9
COc1ccc(C(=O)Nc2ccc(S(=O)(=O)NC(C)=O)cc2)cc1	nt	nt	nt	-3.7	5.0	-1.8	1.3
O=C1CCc2cc(S(=O)(=O)N3CCC(C(=O)NCc4ccccn4)CC3)ccc2N1	13.9	nt	5.1	-5.4	2.4	-6.3	-3.2
O=C(CN(Cc1ccccc1F)S(=O)(=O)c1ccc(Cl)cc1)NCCC1=CCCCC1	nt	nt	nt	0.0	nt	-15.4	4.6
Cc1ccc(C(=O)NCCNC(=O)c2ccccn2)cc1	-12.1	-1.5	2.5	6.4	-3.2	4.2	6.5
CCc1nc(N2CCCCC2)c2oc3ccccc3c2n1	nt	nt	nt	-7.6	nt	0.8	4.3
CCC(C)(C#CCN1CCCCC1)OC(C)=O (stereo not given)	2.1	-2.6	-3.2	nt	6.7	nt	-4.6
Cc1ccc(C(=O)Cn2cncn2)cc1	5.1	-2.5	1.4	-4.0	2.8	0.3	-0.3
CNC(=O)C[C@H]1CC[C@H]2[C@@H](COc3ccc(NC(=O)Nc4c(C)noc4C)cc3C(=O)N2C)O1	nt	nt	nt	-0.7	10.8	17.1	-8.6
Cc1ccc(C)c(N2C(=O)c3ccc(C(=O)Nc4ccccn4)cc3C2=O)c1	4.4	0.4	1.2	14.2	-22.7	-1.0	0.4

# Overlap with the part before: 2 compounds, followed by the next part.
canonical_smiles	S100A4 inh HTS	SIRT5 inh	Casp6 inh	esBAF inh	LGR2 inh	Statin myotox sup	FN deposit inh
CNC(=O)C[C@H]1CC[C@H]2[C@@H](COc3ccc(NC(=O)Nc4c(C)noc4C)cc3C(=O)N2C)O1	nt	nt	nt	-0.7	10.8	17.1	-8.6
Cc1ccc(C)c(N2C(=O)c3ccc(C(=O)Nc4ccccn4)cc3C2=O)c1	4.4	0.4	1.2	14.2	-22.7	-1.0	0.4
CCCc1nc2ccccc2c(C(=O)OCc2nnc(-c3cc(OC)c(OC)c(OC)c3)o2)c1CC	nt	nt	nt	-18.0	nt	-4.9	2.7
Cc1cc(NC(=O)c2ccc([N+](=O)[O-])cc2)n(C)n1	-2.0	nt	-0.5	nt	-3.1	nt	1.9
Cc1ccc2c(c1)C(=O)N1[C@H]3c4cc(Br)ccc4OC[C@@H]3[C@H](c3ccccc3)[C@]1(C)C(=O)N2	0.7	nt	-2.5	-9.9	-3.7	-43.8	6.3
COc1ccc(NC(=O)C2C3C=CC4(O3)C2C(=O)N(CCN2CCCCC2C)C4C(=O)NC2CCCCC2)cc1 (stereo not given)	2.3	-2.6	-4.7	6.9	22.4	-0.6	16.4
O=C(C[C@@H]1C=C[C@H](NC(=O)CN2CCOCC2)[C@H](CO)O1)NCCc1ccncc1	-0.4	0.3	0.7	nt	-1.8	nt	4.3
C[C@@H]1CCCCO[C@H](CN(C)S(=O)(=O)c2ccc(Cl)cc2)[C@@H](C)CN([C@H](C)CO)C(=O)c2cc(NC(=O)c3ccncc3)ccc2O1	2.0	0.4	-4.7	-4.5	-7.2	nt	-7.5
CCc1nnc(NC(=O)c2ccco2)s1	-3.6	3.2	4.6	19.8	2.3	-7.9	1.3
Cc1ccc(Nc2nc(-c3ccc(O)c(O)c3)cs2)nc1	2.0	0.8	28.7	nt	-53.4	nt	-12.0
CCOCc1cc(CN2CCCC(CNC(=O)c3ccco3)C2)ccc1OC (stereo not given)	0.4	-6.8	nt	nt	16.6	nt	-1.3
CSc1nn(-c2ccc(C(=O)OC(C(=O)NC(N)=O)C(C)C)cc2)c(=S)s1 (stereo not given)	-17.0	-1.2	-2.9	nt	nt	nt	12.0
COCCNC(=O)C(c1ccc(C)cc1)N(C(=O)C(=O)NC1CCCC1)c1ccc2c(c1)OCCO2 (stereo not given)	0.0	10.1	-2.4	nt	-13.8	nt	-11.4
CCCNC(=O)[C@@H]1[C@@H](CO)[C@@H]2Cn3c(ccc(C4=CCCCC4)c3=O)[C@H]1N2Cc1cocn1	-0.1	-9.5	0.0	2.9	-8.3	-0.7	nt
Cc1noc(C)c1NC(=O)N(C)C[C@@H]1Oc2c(NC(=O)NC3CCCCC3)cccc2C(=O)N([C@@H](C)CO)C[C@@H]1C	10.1	-1.9	0.0	3.7	-9.4	-35.6	nt
CCN(CC)C(=O)c1cccc(-c2csc(C(O)c3ccccc3)n2)c1 (stereo not given)	-4.1	0.6	-0.2	4.8	20.8	-18.8	3.8
CCOC(=O)C1(CCc2ccccc2)CCN(C(=O)C2CCOCC2)CC1	4.5	-3.6	-1.8	4.0	-3.9	6.5	-3.3
CCCC#Cc1ccc2c(c1)O[C@@H](CN(C)C(=O)c1cnccn1)[C@@H](C)CN([C@H](C)CO)S2(=O)=O	2.0	-2.1	-0.6	-5.4	2.4	7.8	2.1
Cc1noc(C)c1S(=O)(=O)Nc1ccc2c(c1)C(=O)N([C@H](C)CO)C[C@@H](C)[C@H](CN(C)C(=O)Nc1cccc3ccccc13)OCCCC[C@@H](C)O2	-34.0	10.5	3.0	14.3	27.3	nt	-20.1
Cc1cccc2cc(C#N)c(SCC#N)nc12	1.3	-2.3	0.1	-64.9	-22.4	19.9	-1.2
COCCn1c(SCc2ccc(F)cc2)nc2ccccc2c1=O	0.6	-6.4	-2.2	-6.4	8.2	-3.3	-2.7
COc1cc(O)c(CCO)c2c1C(=O)C[C@@H](C)O2	5.7	2.0	0.6	-1.0	-11.7	-1.4	nt
Cc1c(NC(=O)c2cccs2)c(=O)n(-c2ccccc2)n1C	-1.0	0.7	3.0	3.3	-1.1	6.5	-10.6
Cn1c(SCC(N)=O)nnc1-c1ccc(C(C)(C)C)cc1	5.0	nt	-2.4	2.0	-5.6	1.9	-2.9
C[C@H](O)C#Cc1cnc2c(c1)C(=O)N([C@H](C)CO)C[C@H](C)[C@H](CN(C)C(=O)Nc1ccc(F)cc1)O2	-2.2	-0.5	2.0	4.4	7.4	-15.1	-2.8
O=C1C=C(O)CC(c2ccc(Cl)cc2)C1 (stereo not given)	-0.9	1.0	-0.8	-6.3	nt	9.1	6.3
O=C(O)C[C@@H]1CC[C@@H](NC(=O)c2ccccc2F)[C@@H](CO)O1	2.9	1.6	-1.7	-1.6	2.3	-1.5	1.1
Cc1ccc(C(=O)Nc2cccc(C(F)(F)F)c2)cc1NC(=O)c1[nH]cnc1C(N)=O	-0.8	0.9	-3.6	-6.5	-14.5	5.1	-11.7
COc1ccccc1S(=O)(=O)N1CCC(C(=O)O)(c2ccccc2)CC1	3.0	-0.9	1.4	-3.1	13.6	-69.0	3.7
CCOC(=O)c1nc(C)[nH]c1C(=O)OCC	nt	nt	nt	-5.2	nt	-17.5	5.5

# Reprinted at random: two records from the list
canonical_smiles	S100A4 inh HTS	SIRT5 inh	Casp6 inh	esBAF inh	LGR2 inh	Statin myotox sup	FN deposit inh
Cc1noc(C)c1NC(=O)N(C)C[C@@H]1Oc2c(NC(=O)NC3CCCCC3)cccc2C(=O)N([C@@H](C)CO)C[C@@H]1C	10.1	-1.9	0.0	3.7	-9.4	-35.6	nt
CCCc1nc2ccccc2c(C(=O)OCc2nnc(-c3cc(OC)c(OC)c(OC)c3)o2)c1CC	nt	nt	nt	-18.0	nt	-4.9	2.7

# Arranged by length of the SMILES (ascending): 4 of the compounds above.
canonical_smiles	S100A4 inh HTS	SIRT5 inh	Casp6 inh	esBAF inh	LGR2 inh	Statin myotox sup	FN deposit inh
CCc1nnc(NC(=O)c2ccco2)s1	-3.6	3.2	4.6	19.8	2.3	-7.9	1.3
Cc1ccc(Nc2nc(-c3ccc(O)c(O)c3)cs2)nc1	2.0	0.8	28.7	nt	-53.4	nt	-12.0
Cc1ccc2c(c1)C(=O)N1[C@H]3c4cc(Br)ccc4OC[C@@H]3[C@H](c3ccccc3)[C@]1(C)C(=O)N2	0.7	nt	-2.5	-9.9	-3.7	-43.8	6.3
Cc1noc(C)c1NC(=O)N(C)C[C@@H]1Oc2c(NC(=O)NC3CCCCC3)cccc2C(=O)N([C@@H](C)CO)C[C@@H]1C	10.1	-1.9	0.0	3.7	-9.4	-35.6	nt

# The list is partial; count on the stated rates, not on these rows.
